# APOBEC3G inh = inhibitors of human APOBEC3G DNA deaminase | recombinant A3G, ssDNA deamination FAM/TAMRA fluorescence | inhibition, % at 20 µM | 330,000 compounds, 0.28% hits;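 active = inhibition of at least 40% at 20 µM, with no more than 30% in the related APOBEC3A deaminase screen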;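 also: plate controls were DMSO wells with A3G for no effect and wells lacking A3G enzyme for full effect; some compounds called inactive have numbers as strong as hits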
# Target sequence (Q9HC16 whole entry, looked up): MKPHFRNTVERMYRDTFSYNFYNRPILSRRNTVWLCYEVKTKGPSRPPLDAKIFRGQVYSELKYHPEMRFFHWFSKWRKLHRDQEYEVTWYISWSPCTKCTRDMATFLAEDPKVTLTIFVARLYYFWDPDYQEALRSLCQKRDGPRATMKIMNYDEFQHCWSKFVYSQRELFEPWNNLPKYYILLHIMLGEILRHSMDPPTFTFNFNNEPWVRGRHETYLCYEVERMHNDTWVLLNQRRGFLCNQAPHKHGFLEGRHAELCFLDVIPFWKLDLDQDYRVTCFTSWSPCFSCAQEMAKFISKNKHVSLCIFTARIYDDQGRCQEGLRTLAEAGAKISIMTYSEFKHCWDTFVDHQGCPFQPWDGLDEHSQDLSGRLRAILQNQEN
# NR3A LBD binder = NR3A (human) ligand-binding domain modulation | NR3A LBD differential scanning fluorimetry, Tm shift; 0% = protein alone, 100% = glycine-bound protein | Tm shift relative to glycine control, % at 25 µM | 340,000 compounds, 2.5% hits;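 active = melting temperature shift of at least 10% of the positive control shift, at one fixed dose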
# MIN6 prolif = MIN6 beta-cell proliferation induction. MIN6 cells proliferation, ATPlite luminescence, 48 h; cells starved in 0.2% serum; 100% = growth in 10% serum. proliferation, % at 10 µM. 330,000 compounds, 0.29% hits. AID 2380;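 active = compounds whose signal lies at least 3.5 SD above the mean of all wells on their plate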;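 also: 0% = DMSO-treated cells in low-serum medium and 100% = 10% serum control; some compounds called inactive have numbers as strong as hits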
# APOBEC3A inh = inhibitors of human APOBEC3A DNA deaminase; 330,000 compounds, 0.41% hits; AID 493011; inhibition, % at 20 µM; recombinant A3A, FAM/TAMRA ssDNA deamination fluorescence;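 active = at least 40% inhibition at 20 µM here, with at most 30% in a related deaminase screen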;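 also: plate controls were A3A with DMSO for no effect and wells lacking A3A enzyme for full effect; some results filed as inactive read as strong as hits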
# mIAP activ = increases mouse intestinal alkaline phosphatase activity; muIAP, CDP-Star luminescence, 30 min; active compounds read high; 1 = vehicle-only enzyme signal, 0 = enzyme-free wells; activation factor at 10 µM; 330,000 compounds, 0.24% hits; AID 2805;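 active = activation factor of at least 2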; also: the source names both 10 and 20 µM as test concentration; values of inactives mirror those of a sister screen read the other way
#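 Assay system: mouse IAP enzyme; Reagent: CDP-Star chemiluminescent phosphatase substrate; Compound: DMSO-dissolved test compounds; Incubation: 30 min, room temperature; Technique: luminescence from enzymatic CDP-Star hydrolysis; Controls: DMSO-only wells and no-enzyme negative control.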
# hIAP inh = human IAP inhibition | P09923 | purified IAP, CDP-Star luminescence, 30 min | inhibition, % at 10 µM | 330,000 compounds, 0.12% hits;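 active = inhibition reaching a set limit with compound at 10 µM in the primary screen, cut at about 35% in these data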;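 also: plate controls were DMSO wells with enzyme for no effect and no-enzyme buffer wells for full effect; values of inactives mirror those of a sister screen read the other way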
# Target sequence (P09923 whole entry, looked up): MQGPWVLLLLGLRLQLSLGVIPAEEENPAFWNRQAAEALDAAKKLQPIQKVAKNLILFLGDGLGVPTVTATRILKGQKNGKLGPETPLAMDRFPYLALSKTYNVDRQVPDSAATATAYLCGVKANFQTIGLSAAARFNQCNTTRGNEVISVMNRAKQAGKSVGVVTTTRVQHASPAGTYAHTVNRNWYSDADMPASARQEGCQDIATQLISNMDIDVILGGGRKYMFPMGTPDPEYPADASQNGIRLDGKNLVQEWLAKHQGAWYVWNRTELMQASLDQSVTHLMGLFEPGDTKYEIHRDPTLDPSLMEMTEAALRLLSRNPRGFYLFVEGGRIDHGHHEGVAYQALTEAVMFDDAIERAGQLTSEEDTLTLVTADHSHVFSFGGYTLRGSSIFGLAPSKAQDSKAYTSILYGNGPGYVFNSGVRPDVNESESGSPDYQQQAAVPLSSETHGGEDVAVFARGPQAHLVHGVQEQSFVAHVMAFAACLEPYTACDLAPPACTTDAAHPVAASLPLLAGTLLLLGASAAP
# mIAP block = blocks mouse intestinal alkaline phosphatase; purified mouse IAP, CDP-Star luminescence, 30 min; inhibition, % at 10 µM; 330,000 compounds, 0.2% hits; AID 2806;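 active = inhibition of at least 40% at 10 µM in the primary screen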;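 also: plate controls were DMSO with enzyme for no effect and no enzyme wells for full effect; values of inactives mirror those of a sister screen read the other way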
# hIAP activ = human IAP activation; P09923; AID 2524; purified human IAP, CDP-Star luminescence, 30 min; active compounds read high; 1 = vehicle-only enzyme, 0 = enzyme-free background; 330,000 compounds, 0.16% hits; activation factor at 10 µM;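 active = activation factor of the enzyme at least 2-fold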; also: the source names both 10 and 20 µM as test concentration; values of inactives mirror those of a sister screen read the other way
# MPTP block = inhibitors of mitochondrial permeability transition pore. isolated mouse mitochondria, Ca2+ swelling absorbance, 30 min. inhibition, % at 10 µM. 360,000 compounds, 1.4% hits. AID 602449;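 active = inhibition of 50% or more, scaled per plate between neutral and stimulator controls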;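 also: 0% = DMSO wells given calcium and 100% = 1 mM EGTA wells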
# * marks the source's active call; other numbers are inactive results; nt = not tested or not shown.
# Preview (14 entries):
SMILES,APOBEC3G inh,NR3A LBD binder,MIN6 prolif,APOBEC3A inh,mIAP activ,hIAP inh,mIAP block,hIAP activ,MPTP block
CCC(C)NC(=O)Nc1ccccc1C (centres undefined),-1,0,0,6,0.95,6,5,0.94,-7.7
O=C(NCCCN1CCOCC1)c1cc(Cl)ccc1[N+](=O)[O-],-7,6,-1,-3,0.9,-8,10,1.1,0.7
O=C(N/N=C1/CCCc2ccccc21)C(c1ccccc1)c1ccccc1,-8,1,-2,0,0.95,7,5,0.93,-1.3
CCCc1cc(C(=O)N/N=C/c2ccc(C)o2)c2ccccc2n1,-5,-6,0,-2,0.96,-10,4,1.1,13
COC(=O)c1ccc(C(=O)OC)c(NC(=O)C2CC2)c1,3,-10,-4,4,1,-10,-2,1.1,-2.2
Cc1cc(NC(=O)COC(=O)c2c(C)nn(-c3ccccc3)c2C)no1,0,-2,-1,0,0.98,-3,2,1,1.6
CCS(=O)(=O)NCCc1csc(C)n1,-5,4,-1,-1,0.97,3,3,0.97,-0.9
COc1ccc(C(=O)Nc2ccc(S(=O)(=O)Nc3cc(C)nc(C)n3)cc2)cc1,14,-1,1,6,1,1,-1,0.99,0.7
COc1ccc(C(C)(C)C)cc1NC(=O)CCCN1C(=O)CN(C)C1=O,-9,1,4,3,0.99,-2,1,1,0.1
CC(c1ccccc1)n1cnc2ccccc2c1=O (centres undefined),-2,-3,-1,1,0.95,-4,5,1,0.7
Fc1ccc(CCN2CCN=C2Nc2ccccc2)cc1,-7,2,4,-6,0.96,5,4,0.95,0.5
O=C(O)CCN=C1CCc2ccccc2N1,-2,nt,6,3,0.91,9,9,0.91,nt
COc1ccc(S(=O)(=O)N2Cc3ccccc3CC2C(=O)Nc2ccc3c(c2)OCO3)cc1 (centres undefined),-9,0,-1,-2,1.2,6,-17,0.94,-0.3
CC(C)C[C@@H](CN1C(=O)C(=O)NC[C@@H]1CC(C)C)NC(=O)Cc1ccccc1,-4,-2,2,0,1,-17,-5,1.2,-2.3

# Main list, from the first entry:
SMILES,APOBEC3G inh,NR3A LBD binder,MIN6 prolif,APOBEC3A inh,mIAP activ,hIAP inh,mIAP block,hIAP activ,MPTP block
CCC(C)NC(=O)Nc1ccccc1C (centres undefined),-1,0,0,6,0.95,6,5,0.94,-7.7
O=C(NCCCN1CCOCC1)c1cc(Cl)ccc1[N+](=O)[O-],-7,6,-1,-3,0.9,-8,10,1.1,0.7
O=C(N/N=C1/CCCc2ccccc21)C(c1ccccc1)c1ccccc1,-8,1,-2,0,0.95,7,5,0.93,-1.3
CCCc1cc(C(=O)N/N=C/c2ccc(C)o2)c2ccccc2n1,-5,-6,0,-2,0.96,-10,4,1.1,13
COC(=O)c1ccc(C(=O)OC)c(NC(=O)C2CC2)c1,3,-10,-4,4,1,-10,-2,1.1,-2.2
Cc1cc(NC(=O)COC(=O)c2c(C)nn(-c3ccccc3)c2C)no1,0,-2,-1,0,0.98,-3,2,1,1.6
CCS(=O)(=O)NCCc1csc(C)n1,-5,4,-1,-1,0.97,3,3,0.97,-0.9
COc1ccc(C(=O)Nc2ccc(S(=O)(=O)Nc3cc(C)nc(C)n3)cc2)cc1,14,-1,1,6,1,1,-1,0.99,0.7
COc1ccc(C(C)(C)C)cc1NC(=O)CCCN1C(=O)CN(C)C1=O,-9,1,4,3,0.99,-2,1,1,0.1
CC(c1ccccc1)n1cnc2ccccc2c1=O (centres undefined),-2,-3,-1,1,0.95,-4,5,1,0.7
Fc1ccc(CCN2CCN=C2Nc2ccccc2)cc1,-7,2,4,-6,0.96,5,4,0.95,0.5
O=C(O)CCN=C1CCc2ccccc2N1,-2,nt,6,3,0.91,9,9,0.91,nt
COc1ccc(S(=O)(=O)N2Cc3ccccc3CC2C(=O)Nc2ccc3c(c2)OCO3)cc1 (centres undefined),-9,0,-1,-2,1.2,6,-17,0.94,-0.3
CC(C)C[C@@H](CN1C(=O)C(=O)NC[C@@H]1CC(C)C)NC(=O)Cc1ccccc1,-4,-2,2,0,1,-17,-5,1.2,-2.3
CN1CCN(C(=O)c2cn(-c3ccccc3)nc2-c2cccs2)CC1,-6,0,0,-1,0.98,22,2,0.79,1.3
CCOP(=O)(OCC)/C(=N/OC(=O)c1ccc(OC)cc1)C(N)=O,-2,1,-2,5,1.1,-6,-12,1.1,-1.7
COc1cc(C(C(=O)Nc2c(C)cccc2C)N(C)C(=O)c2ccc(-n3cnnn3)cc2)ccc1O (centres undefined),-4,0,-1,-2,1,7,-3,0.93,0.0
O=C(NCC1CCCO1)C(c1ccncc1)N(Cc1cccs1)C(=O)Cn1nnc(-c2ccc(F)cc2)n1 (centres undefined),-5,1,-1,0,1,2,-3,0.98,-0.3
O=C(O)COc1ccccc1/C=N/NC(=O)CNC(=O)c1ccco1,-3,0,0,-4,0.98,22,2,0.78,-0.8
C[N+]1(CCC(=O)c2ccccc2)CCCCC1,34,10*,0,65,1,-4,-4,1,3.9
COc1ccc2c(CC(=O)Nc3nc(C)cs3)coc2c1,-5,1,-2,-1,0.98,6,2,0.94,-0.7
COc1ccc(CCNC(=O)COc2ccc3c(C)cc(=O)oc3c2)cc1,-7,3,0,-2,1.2,-10,-15,1.1,-0.8
Cc1ccc(C(=O)N2CCN(c3ccccc3)CC2)cc1NC(=O)c1ccco1,-13,3,-2,-2,1,-14,-3,1.1,-0.3
CCOC1C(=O)NC(=O)N1Cc1ccccc1 (centres undefined),-2,-1,-4,-5,1,-5,-3,1.1,-0.7
Cc1ccc(C(=O)NC2CCCC2)cc1S(=O)(=O)N1CCCCC1,-6,1,-1,-1,0.94,-21,6,1.2,-0.5
CCc1ccccc1NS(=O)(=O)c1cccc2nsnc12,-4,2,-3,2,1.1,16,-10,0.84,0.4
COc1ccc(NC(=O)COC(=O)c2ccc(OC)c(S(=O)(=O)N3CCCC3)c2)cc1OC,-6,0,3,-5,0.9,0,10,1,-0.7
Cc1ccc(S(=O)(=O)N(C)CC(=O)N2CCCCCC2)cc1,-4,-3,-1,-2,1,-7,-4,1.1,-0.7
CC(C)c1c(O)nc(SCc2ccccc2)[nH]c1=O,1,1,0,0,1,-2,-1,1,-0.1
COc1ccc(-c2cc(C(F)(F)F)nc(-n3cc(Cl)cn3)n2)cc1,-4,-1,-4,0,0.99,7,1,0.93,0.0
CCOC(=O)c1ccccc1NC(=O)C(C)Oc1ccccc1 (centres undefined),1,2,3,3,1,0,0,1,-1.6
COc1ccc(S(=O)(=O)Nc2c(O)c3ccccc3oc2=O)cc1,-3,1,0,1,0.97,11,3,0.89,-2.8
O=C(O)c1ccc2c(c1)C(=O)N(c1ccc(C(=O)OCC(=O)c3ccccc3)cc1)C2=O,-2,5,0,-5,1,-17,-3,1.2,1.4
COc1ccccc1N1CCN(CC(=O)Nc2nccs2)CC1,-10,-2,0,-1,1.1,-4,-6,1,-0.4
O=C(c1cccc([N+](=O)[O-])c1)N1CCCN(C(=O)c2cccc([N+](=O)[O-])c2)CC1,0,0,1,3,0.96,9,4,0.91,-1.6
NC(=O)C1CCN(CC(=O)N2N=CCC2c2ccccc2)CC1 (centres undefined),-6,-2,-1,-1,1,3,0,0.97,0.6
Cc1ccc(S(=O)(=O)NN2C(=O)/C(=C/c3ccc(F)cc3)SC2=S)cc1,1,-9,-3,1,0.86,-58,14,1.6,2.9
CC(CN1C(C)CCCC1C)OC(=O)c1ccc(Cl)cc1 (centres undefined),-6,1,-4,-3,1.1,-5,-12,1.1,-1.4
COc1ccc(-n2nc(C(=O)N3CCC(N4CCCCC4)CC3)c3c4ccccc4n(C)c3c2=O)cc1,-3,-3,-5,-3,0.96,-4,4,1,-0.2
CNC(=O)c1[nH]cnc1C(=O)N[C@@H](CCCCNC(=O)OC(C)(C)C)C(=O)OC(C)(C)C,-6,-2,-3,-2,0.96,-43,4,1.4,-0.8
CCCCC(=O)N/N=C/c1sccc1C,2,-4,-1,1,1,6,0,0.94,-0.7
CCOC(=O)c1ccc(N/C=C/C(=O)c2ccc(OC)cc2)cc1,-1,-34,-2,1,0.94,-18,6,1.2,1.6
O=C(COc1ccc2ccc(=O)oc2c1)Nc1nccs1,-1,2,-3,4,1.1,-7,-11,1.1,-3.5
COc1ccc(/C=N/NC(=O)CN2CCCC2)cc1,-5,-1,2,-3,1.1,-16,-5,1.2,0.3
NC(=O)c1cc(-c2cccnc2)nc2ccc(Br)cc12,-7,-3,-4,-4,1.1,-19,-10,1.2,0.2
CC(C)Cn1c(=O)c(-[n+]2ccccc2)c([O-])c2ccccc21,-8,-1,3,-4,0.91,17,9,0.83,-1.1
CCCCCn1c(CNC(=O)c2cccs2)nc2ccccc21,1,-1,1,5,1,-15,-4,1.2,1.1
CC(C)OCCCNC(=O)c1c(N)n(/N=C/c2ccccn2)c2nc3ccccc3nc12,0,5,-1,0,0.89,-2,11,1,5.7
O=C(NOC(=O)c1c(F)cccc1Cl)c1ccc(Cl)c(Cl)c1,5,-2,5,0,1.1,1,-15,0.99,9.8
Cc1ccc(C)c(NC(=O)CCNS(=O)(=O)c2ccc3[nH]c(=O)oc3c2)c1,7,0,2,3,0.3,-4,70*,1,-1.6
# New compounds follow:
SMILES,APOBEC3G inh,NR3A LBD binder,MIN6 prolif,APOBEC3A inh,mIAP activ,hIAP inh,mIAP block,hIAP activ,MPTP block
CCC(C)(C)NC(=O)c1ccc2c(c1)S(=O)(=O)c1ccccc1C2=O,-5,3,0,-3,0.96,24,4,0.76,0.9
O=C(O)c1cc(Cl)c(Cl)cc1C(=O)NCc1ccco1,4,3,-4,5,0.97,10,2,0.91,-1.3
CCC(C)(NC(=O)CNC(C)=O)C(=O)NC1CCCCC1 (centres undefined),1,-2,-2,-1,0.98,5,2,0.95,-0.7
Cc1cccc(OCC(=O)O/N=C(\N)Cc2ccc([N+](=O)[O-])cc2)c1,-6,2,-3,-1,0.86,4,14,0.96,0.9
COc1ccc2c(c1)SCCC2=O,-3,0,1,-3,1,6,0,0.94,2.5
CC(C)Cn1c(N)c(C(=O)CSc2nnc(-c3ccco3)n2C)c(=O)n(C)c1=O,-5,0,-1,0,1,16,-4,0.84,0.4
Cc1ccc(C(C)NC(=O)C2CCCO2)cc1C (centres undefined),-5,0,-2,-4,0.97,-15,3,1.2,-0.1
COc1ccc(C2=Nn3c(nnc3-c3ccccc3C(F)(F)F)SC2)cc1OC1CCOC1 (centres undefined),13,1,8.8*,2,1.1,4,-7,0.96,-0.3
